Tat transport: E. coli Tat transport inhibition | AID 488895 | E. coli MC4100 TorA-mCherry Tat export, fluorescence | 340,000 tested, 0.036% active | inhibition, % at 10 µM;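 active = mean replicate inhibition at least 50% and at least half of replicates individually reaching 50%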;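 note: exported cargo escapes ClpAP degradation while cytoplasmic cargo is degraded and loses fluorescence; 0% = median of neutral control wells and 100% = median of NaSCN control wells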
phage Ecoli inh: E. coli growth loss with phage present; growth absorbance; inhibition, % at 11.9 µM; 360,000 tested, 0.26% active; AID 651602; in the data active = inhibition above about 11%
OPRM1-OPRD1 inv: inverse agonist of human OPRM1-OPRD1 heterodimerization; P35372+P41143; cell-based MOR-DOR heterodimer luminescence, inverse agonism; inhibition, % at 9.3 µM; 340,000 tested, 0.21% active; in the data active = inhibition above about 22%, passing the limit was not always enough;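 note: 0% = cells with DMSO and 100% = wells without cells with DMSO; values of inactives mirror those of a sister screen read the other way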
MOR-DOR ag: OPRM1-OPRD1 heterodimerization agonism; P35372+P41143; cells, luminescence; activation, % at 9.3 µM; 340,000 tested, 0.3% active; AID 504326; in the data active = activation above about 18%;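 note: 0% = vehicle-treated cells and 100% = reference agonist; values of inactives mirror those of a sister screen read the other way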
AddAB inh: less growth of phage-infected E. coli with AddAB; E. coli expressing H. pylori AddAB, absorbance growth; inhibition, % at 11.9 µM; 330,000 tested, 0.29% active; in the data active = inhibition above about 12%;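 note: 0% = vehicle wells of infected cells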
SUMO Mot1 rescue: SUMOylation pathway inhibition by Mot1-301 growth rescue | S. cerevisiae Mot1-301 growth rescue, ATP luminescence, 38.5C; percent above DMSO median, 100 means doubled | growth rescue, % at 18.8 µM | 320,000 tested, 1% active | AID 2716;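 active = every valid replicate shows activation above 250% relative to neutral control wells; inactive = the rest, any valid replicate at or below 250%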;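 note: OY570 slx delta 5 strain wells were the positive control but not used for scaling; some compounds called inactive have numbers as strong as hits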
E coli growth: counter-screen for AddAB inhibitors: E. coli growth inhibition. E. coli V3065 growth, OD600 absorbance, 18 h. inhibition, % at 11.9 µM. 330,000 tested, 0.27% active;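 active = inhibition above the campaign's mean inhibition across all tested compounds plus 3 SD, cut at about 9.9% in these data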;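 note: uninfected addAB+ strain grown without phage in ampicillin broth; 0% = DMSO wells and 100% = ciprofloxacin 0.95 µg/ml wells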
Arrestin-AP2 inh: human beta-arrestin and AP2 interaction inhibition; FITC-arrestin peptide / GST-AP2 beads, flow cytometry; AP2 beta2 appendage carries R879A mutation; inhibition, % at 10 µM; 340,000 tested, 0.31% active;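 active = inhibition above a set limit, near 3 SD of compounds lacking own fluorescence, cut at about 54% in these data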;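 note: plate controls were DMSO wells for no effect and 5 µM unlabelled arrestin peptide for full effect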
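System: GST-AP2 R879A glutathione beads; medium: PBS, Tween 20 0.05%, BSA 0.1%; reagent: fluorescein-tagged arrestin peptide at 50 nM final; schedule: pre-incubation 12 min, peptide binding 1 h, room temperature; detection: flow cytometry, FL1 (488/535 nm); read-out: inhibition as reduced fluorescein signal on beads, percent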
DSG3 Ab inh: inhibitors of pemphigus antibody binding to human desmoglein-3 | DSG3-coupled beads, scFv-anti-DSG3-GFP binding, flow cytometry; active compounds read low | P32926 | binding (percent of control), % at 10 µM | AID 588358 | 310,000 tested, 0.48% active;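 active = binding more than 3 SD below its plate's average and above zero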;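 note: hits lower antibody fragment binding to DSG3; some compounds called inactive have numbers as strong as hits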
Target sequence (P32926 whole entry, looked up, the tested form may be a part): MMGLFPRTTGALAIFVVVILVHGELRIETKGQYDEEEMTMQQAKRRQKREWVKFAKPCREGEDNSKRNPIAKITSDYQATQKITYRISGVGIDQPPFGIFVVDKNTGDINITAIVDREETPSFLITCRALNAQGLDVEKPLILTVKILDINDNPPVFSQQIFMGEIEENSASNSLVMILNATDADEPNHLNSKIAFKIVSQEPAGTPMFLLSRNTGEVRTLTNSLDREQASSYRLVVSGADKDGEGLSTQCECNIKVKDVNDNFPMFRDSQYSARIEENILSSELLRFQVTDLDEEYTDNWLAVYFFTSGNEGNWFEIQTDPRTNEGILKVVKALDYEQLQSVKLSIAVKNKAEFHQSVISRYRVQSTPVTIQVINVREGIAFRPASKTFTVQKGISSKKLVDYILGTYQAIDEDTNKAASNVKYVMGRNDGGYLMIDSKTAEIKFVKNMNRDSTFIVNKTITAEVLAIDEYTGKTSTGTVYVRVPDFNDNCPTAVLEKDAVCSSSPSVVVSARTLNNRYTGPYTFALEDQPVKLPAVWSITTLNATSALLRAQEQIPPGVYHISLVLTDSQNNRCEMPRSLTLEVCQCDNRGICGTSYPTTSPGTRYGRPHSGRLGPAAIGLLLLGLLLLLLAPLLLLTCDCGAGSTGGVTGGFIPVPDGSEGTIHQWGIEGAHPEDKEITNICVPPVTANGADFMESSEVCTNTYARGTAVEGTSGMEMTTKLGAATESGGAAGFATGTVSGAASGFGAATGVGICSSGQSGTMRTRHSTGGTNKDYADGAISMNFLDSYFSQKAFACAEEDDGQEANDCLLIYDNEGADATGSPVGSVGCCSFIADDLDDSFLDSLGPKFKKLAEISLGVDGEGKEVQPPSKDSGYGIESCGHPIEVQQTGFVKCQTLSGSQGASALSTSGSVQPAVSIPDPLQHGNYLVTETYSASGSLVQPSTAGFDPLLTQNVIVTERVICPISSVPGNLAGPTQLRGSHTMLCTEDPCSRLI
PfHsp90 set2: reduces growth (ATP signal) of yeast expressing P. falciparum Hsp90; inhibition, % at 9.4 µM; S. cerevisiae expressing PfHsp90, BacTiter-Glo ATP, 48 h; yeast lacking PDR1 and PDR3 efflux regulators; 310,000 tested, 0.32% active;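 active = every replicate shows inhibition above about 80%, whatever the replicate mean, limit read from the data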;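 note: 0% = DMSO neutral controls and 100% = 20 µM radicicol positive controls; yeast relying on Plasmodium falciparum Hsp90 in place of its own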
PKA-R1A activ: PKA-R1A complex activation | AID 504707 | P00514+P68181 | 340,000 tested, 0.083% active | activation, % at 11.4 µM | PKA-R1A dissociation, Cy5-IP20 fluorescence polarization; scaled: DMSO 0%, 113 µM cGMP 100%;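 active = percent activation above the mean of all tested compounds plus 3 SD, cut at about 19% in these data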;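 note: higher means more PKAc released from R1A so a rise in polarization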
The depositor's hits bear a star; x = no result given.

Every second line gives: Tat transport, OPRM1-OPRD1 inv, phage Ecoli inh, AddAB inh, PKA-R1A activ, E coli growth, SUMO Mot1 rescue, DSG3 Ab inh, Arrestin-AP2 inh, PfHsp90 set2, MOR-DOR ag
- COc1ccc(NC(=S)N2CCN(S(C)(=O)=O)CC2)cc1
 : -6.6, 10.6, 1.7, 0.9, -4.8, 1.3, -3.2, 101.1, 30.9, -15.1, -1.5
- CC(C)C(NC(=O)c1ccc(Cl)c([N+](=O)[O-])c1)C(=O)NCc1ccccn1 (stereo not drawn)
 : 1.5, 9.6, 2.1, -2.0, 8.9, -1.5, -30.4, 125.4, -6.6, -15.9, -1.9
- OCCNCCCCOc1ccccc1F
 : -12.0, -8.4, 1.6, 2.1, 2.6, -1.7, 0.1, 128.7, -9.1, x, 1.5
- CCN(C(=O)CSc1nc2cc(C(=O)O)ccc2c(=O)n1-c1ccccc1F)C1CCS(=O)(=O)C1 (stereo not drawn)
 : 3.1, 12.3, 0.3, x, 0.8, x, x, 102.0, 1.2, x, -3.2
- Cc1cc2c(cc1S(=O)(=O)NC1CCCCC1C)OCC(=O)N2 (stereo not drawn)
 : -3.9, 1.3, 0.2, 0.9, -2.6, 0.9, -8.5, x, -1.3, -10.7, -0.2
- Cc1ccc(S(=O)(=O)NC(C)C(=O)N2CCOCCOCCOCC2)cc1 (stereo not drawn)
 : 0.6, 6.7, -1.0, 3.8, 3.6, 1.4, 12.8, 109.0, -1.7, -23.2, -1.3
- O=C(CCn1c(=O)sc2ccccc21)Nc1ccon1
 : 4.9, 6.0, 2.7, 1.2, 6.5, -1.6, 2.2, 119.5, -5.8, -2.4, -1.0
- COC(=O)c1ccc(/C=C2/SC(=S)N(CCC(=O)N3CCOCC3)C2=O)cc1
 : 0.8, 8.4, 2.2, 1.6, -1.5, -0.8, -6.8, 102.0, -3.1, -19.2, -1.4
- Cc1ccc(S(=O)(=O)N2C(=O)[C@@H]3Cc4ccccc4CN3C2=O)cc1
 : 2.4, 15.7, 4.1, x, 11.9, x, x, 96.3, 2.6, 11.3, -2.8
- Cc1ccc(N2C(=O)C3C4CCC(O4)C3C2=O)c(OC(F)F)c1 (stereo not drawn)
 : -6.4, 3.9, 0.6, 2.5, -8.9, 0.5, -5.9, x, -3.4, -10.0, -1.0
- O=c1c2ccccc2nnn1CSc1nc2ccccc2c(=O)n1CCCO
 : -3.4, 2.6, 0.1, 0.2, -0.1, -2.3, 7.0, 78.0, 4.3, 4.7, -0.6
- FC(F)(F)c1nnc2sc(-c3ccco3)nn12
 : 7.8, 9.3, 1.1, -0.7, 2.5, -0.9, 14.8, 98.1, 5.2, x, -1.9
- CC(C)c1nnc(NC(=O)C2CCN(S(=O)(=O)c3ccc(-n4cnnn4)cc3)CC2)s1
 : -4.2, 8.6, 1.4, 0.3, -0.8, -1.0, 0.0, 92.1, 18.9, -17.9, -1.7
- O=C(COc1ccccc1[N+](=O)[O-])N/N=C/c1cccs1
 : 4.6, 13.3, 3.2, 3.8, -3.2, 1.4, -3.6, 96.5, 4.3, 3.1, -3.0
- Brc1ccc(-c2csc(N3CCOCC3)n2)cc1
 : 1.7, -11.3, 3.9, 8.2, 2.0, 3.2, 56.8, 111.9, -7.9, -2.7, 2.2
- COc1ccccc1CNC(=O)N[C@@H](Cc1ccccc1)C(=O)O
 : -2.8, 4.4, -1.6, 3.9, -7.5, -0.5, 31.9, 99.7, 4.1, 9.4, -0.8
- COc1ccccc1N1CCN(c2nc3c(C)cccn3c(=O)c2C=O)CC1
 : 8.7, 11.7, 2.3, -0.2, -1.4, -3.7, -10.4, x, -12.3, 4.6, -2.2
- O=C(CCNC(=O)Cn1ccc2ccccc2c1=O)NCCCN1CCN(c2ccc(F)cc2)CC1
 : 0.0, 6.1, 0.1, 0.8, -3.0, -0.6, 9.3, 81.9, 10.5, -6.8, -1.1
- COc1ccc(C(=O)O)cc1S(=O)(=O)NCc1ccncc1
 : 6.4, 8.7, 3.8, -1.4, 1.8, -1.2, -4.2, 96.0, 1.6, 30.6, -1.7
- CCC(c1nnnn1Cc1ccc(OC)cc1)N(CCCO)Cc1cc2cc3c(cc2[nH]c1=O)OCO3 (stereo not drawn)
 : -7.4, 6.1, 0.6, 3.9, 7.6, -0.1, -13.4, x, -8.4, 6.0, -1.2
- Fc1ccc(Nc2nc(Oc3ccc4c(c3)OCO4)nc(N3CCOCC3)n2)c(F)c1
 : -0.6, 8.3, 1.9, 1.2, 2.3, -3.3, 10.9, 98.2, 37.5, x, -1.5
- COc1ccc(/C=C/C(=O)OCc2cccc([N+](=O)[O-])c2)cc1
 : 3.9, -0.2, 6.2, 1.9, 1.8, -1.3, x, 101.4, -10.8, -5.1, 0.0
- CC(C)OC(=O)COc1ccc(-c2ccccc2)cc1
 : 0.6, -24.3, 3.5, 0.9, -6.1, -0.5, -1.4, 102.5, 31.0, 29.6, 4.5
- O=C(CCn1c(=O)oc2ccccc21)Nc1nc2ccccc2s1
 : 0.8, -1.1, 1.2, 0.9, 5.0, 0.1, 227.0, 102.2, 24.1, -0.2, 0.2
- O=C(NCC1CCCO1)c1cc(S(=O)(=O)N2CCCC2)c(Cl)cc1Cl (stereo not drawn)
 : -9.4, 6.4, 2.3, 0.2, 0.1, -1.5, 4.3, 98.0, -1.3, 18.2, -1.2
- CC1(C)C2CC[C@]1(C)C(=O)N(CCCCN1CCN(c3ccccn3)CC1)C2=O
 : 3.1, -8.7, 3.1, -0.7, -2.1, 0.7, 60.2, 110.0, -8.6, 17.1, 1.9
- O=C(CNC(=O)c1sc2ccccc2c1Cl)NC1CC1
 : -2.0, 16.0, -1.5, 3.0, -11.3, -0.8, -2.1, x, -6.4, 11.2, -3.1
- O=C(CSc1nnc(Cc2ccccc2)n1-c1ccc(F)cc1)N1CCOCC1
 : -1.4, 8.2, 3.5, -1.5, -2.1, 0.0, -5.6, 98.4, -3.0, 21.4, -1.4
- CC(=O)N1CCN(C(=O)c2ccco2)CC1
 : 13.1, 1.7, 0.0, 4.7, -11.7, 0.8, -13.8, x, 4.6, 5.5, -0.2
- CC1CCN(CC(=O)Nc2ccc(N3CCCCCC3)cc2)CC1
 : 5.2, -18.6, 3.3, 2.1, -5.1, 0.0, -17.6, 103.2, -8.6, -40.6, 3.6
- O=C(NCCC1CCCCN1S(=O)(=O)c1ccccc1)C(=O)Nc1ccc(F)cc1 (stereo not drawn)
 : 3.3, -3.3, -0.4, 2.6, -1.8, -1.9, 12.9, 102.3, 17.3, -10.4, 0.5
- COc1ccc(C)cc1NC(=O)CSc1ccc(-c2ccccn2)nn1
 : 2.4, -19.8, 9.0, 5.6, 1.4, 4.1, 3.7, x, 8.6, 32.9, 3.5
- CC(C)n1nnc(-c2ccc(OCc3ccccc3F)cc2)n1
 : 5.8, 1.6, 1.5, -0.6, -5.1, -1.8, -19.4, 105.1, -5.9, 1.4, -0.3
- COCC1CCN(C(=O)c2ccc3oc(Cc4ccccc4)nc3c2)C1 (stereo not drawn)
 : -2.7, 7.7, 1.6, -0.6, -0.4, 1.7, -7.0, 104.7, -0.8, 11.6, -1.1
- COc1ccccc1NS(=O)(=O)c1cc(NC(=O)Cc2n[nH]c(=O)c3ccccc23)ccc1Cl
 : -5.2, 3.7, 2.2, 0.9, -5.3, -1.1, -4.7, 117.7, 43.1, -17.7, -0.7
- CN(c1ccc(C(=O)NCC2CCCO2)cc1)S(=O)(=O)c1ccccc1 (stereo not drawn)
 : 1.1, 12.2, -0.3, 0.8, -10.3, 0.8, -7.0, 95.9, 7.4, -5.5, -2.5
- CCC(C(=O)OC)n1cnc2scc(-c3ccc(C)c(C)c3)c2c1=O (stereo not drawn)
 : -2.1, -15.1, 0.4, 2.7, -11.7, -1.0, 24.0, 121.2, -12.0, -80.1, 3.0
- CCOCCCNC(=O)c1c[nH]c2ccc(C)cc2c1=O
 : 4.6, -3.1, 2.7, 0.3, -3.8, 0.2, 0.7, 107.1, 2.5, -3.0, 0.6
- Cc1cccc(CN2CCC(Oc3ccc(C(=O)N4CCCCC4)cc3)CC2)c1
 : 0.5, 11.0, 3.1, 3.7, -2.1, 0.0, -14.8, 120.2, -10.3, 9.5, -3.4
- Cc1ccc(/C=C/C(=O)Nc2ccc(S(N)(=O)=O)cc2)o1
 : 2.4, 5.0, -0.6, 2.5, 3.8, 3.5, -13.3, 96.1, -3.4, -7.7, -1.1
- O=C(Cc1c[nH]c2ccccc12)Nc1nnc(C2CC2)s1
 : -3.7, 6.4, 3.8, 0.9, 8.8, -0.2, -11.8, 79.3, -14.6, -0.3, -1.0
- COCCCn1nnnc1SCC(=O)Nc1nc2ccccc2s1
 : -6.9, 12.6, 3.6, 4.4, -2.6, 1.0, 24.2, 97.8, -0.4, 1.7, -2.2
- O=C(CSCc1ccc(F)cc1)Nc1ccccc1C(=O)N1CCOCC1
 : -3.3, 1.1, -1.2, 3.9, 3.1, -1.6, -2.9, 104.4, -14.9, -2.7, -0.2
- O=C(NCC(=O)N1CCCC1)c1cccs1
 : -3.7, -0.4, 1.9, -0.3, -9.9, -2.6, 4.0, 98.4, -2.2, x, 0.1
- COc1ccc(/C=N/NC(=O)Cn2c(Cc3ccc(OC)c(OC)c3)nc3ccccc32)cc1
 : -7.8, x, -0.9, 0.7, -7.9, -0.2, 3.6, 98.3, -1.1, 26.1, x
- Cc1cc(C)c2oc(=O)cc(CN3CCN(Cc4ccccc4)CC3)c2c1
 : -3.0, 15.7, -0.1, -3.0, -5.6, -1.6, 14.9, 102.3, -13.5, -9.4, -3.5
- CCOC(=O)c1cc(-c2csc(-c3cccc(Cl)c3)n2)on1
 : -7.0, 8.1, 2.8, 2.8, -1.5, -2.1, -6.4, x, 9.1, 5.1, -1.6
- CCOc1ccc(NC(=O)CC2C(=O)N(C)C(=S)N2Cc2ccco2)cc1 (stereo not drawn)
 : -5.1, 16.6, 2.4, 5.3, 6.2, 0.9, -18.0, 124.2, 3.0, 6.0, -3.1
- Cc1nc(C)c(-c2csc(Nc3ccccn3)n2)s1
 : 4.9, 7.5, 2.1, -0.1, -4.7, 3.4, -27.0, 99.5, 12.8, -5.7, -1.6

Taken from above for reference:
Every second line gives: Tat transport, OPRM1-OPRD1 inv, phage Ecoli inh, AddAB inh, PKA-R1A activ, E coli growth, SUMO Mot1 rescue, DSG3 Ab inh, Arrestin-AP2 inh, PfHsp90 set2, MOR-DOR ag
- CCOC(=O)c1cc(-c2csc(-c3cccc(Cl)c3)n2)on1
 : -7.0, 8.1, 2.8, 2.8, -1.5, -2.1, -6.4, x, 9.1, 5.1, -1.6
- CCOc1ccc(NC(=O)CC2C(=O)N(C)C(=S)N2Cc2ccco2)cc1 (stereo not drawn)
 : -5.1, 16.6, 2.4, 5.3, 6.2, 0.9, -18.0, 124.2, 3.0, 6.0, -3.1
- Cc1nc(C)c(-c2csc(Nc3ccccn3)n2)s1
 : 4.9, 7.5, 2.1, -0.1, -4.7, 3.4, -27.0, 99.5, 12.8, -5.7, -1.6

Source: PubChem BioAssay
